Source: PubChem BioAssay
DTT redox prof: compounds producing H2O2 with reducing agent – biochemical, NIH compound library profiling, artefact control for MLSCN library redox annotation, primary screen | activation, % at 10 µM | 200,000 compounds, 0.03% hits | DTT-dependent redox cycling H2O2, phenol red/HRP absorbance; 100% = 100 µM peroxide control, 0% = buffer;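 active = activation of at least 50% relative to the plate's high and low controls in the primary single-dose screen; inactive = activation below 50%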;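 note: compound incubated with DTT at 0.8 mM final as the reducing agent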
L major viab: Leishmania major promastigote growth inhibition, primary screen | Leishmania major promastigotes, resazurin fluorescence viability | 200,000 compounds, 9% hits | AID 1063, 2008 | inhibition, % at 10 µM; in the data active = inhibition above about 50%;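 note: promastigotes grown with compound for 44 hours at 28 °C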
HMGR II inh: inhibitors of E. faecalis class II HMGR, primary screen, biochemical, Enterococcus faecalis. purified E. faecalis HMGR, NADPH absorbance 340 nm kinetic. HMG-CoA reductase (Enterococcus faecalis, mvaE). 190,000 compounds, 0.41% hits. inhibition, % at 10 µM;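 active = inhibition above a set limit, the median over all tested compounds plus 3 SD, cut at about 9.5% in these data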;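 note: enzyme runs in reverse so mevalonate oxidation gives rising NADPH absorbance; 0% = complete reaction with DMSO and 100% = background rate lacking mevalonate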
PPARg SRC2 recr: agonists of PPARg-SRC-2 recruitment, primary screen, biochemical, HTS; Peroxisome proliferator-activated receptor gamma (Homo sapiens), P37231; PPARgamma LBD-SRC-2 recruitment; activation, % at 8 µM; 200,000 compounds, 0.34% hits; AID 1032, 2008; in the data active = activation above about 22%;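 note: 0% = vehicle and 100% = reference agonist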
Target sequence (P37231 whole entry, looked up, the tested form may be a part): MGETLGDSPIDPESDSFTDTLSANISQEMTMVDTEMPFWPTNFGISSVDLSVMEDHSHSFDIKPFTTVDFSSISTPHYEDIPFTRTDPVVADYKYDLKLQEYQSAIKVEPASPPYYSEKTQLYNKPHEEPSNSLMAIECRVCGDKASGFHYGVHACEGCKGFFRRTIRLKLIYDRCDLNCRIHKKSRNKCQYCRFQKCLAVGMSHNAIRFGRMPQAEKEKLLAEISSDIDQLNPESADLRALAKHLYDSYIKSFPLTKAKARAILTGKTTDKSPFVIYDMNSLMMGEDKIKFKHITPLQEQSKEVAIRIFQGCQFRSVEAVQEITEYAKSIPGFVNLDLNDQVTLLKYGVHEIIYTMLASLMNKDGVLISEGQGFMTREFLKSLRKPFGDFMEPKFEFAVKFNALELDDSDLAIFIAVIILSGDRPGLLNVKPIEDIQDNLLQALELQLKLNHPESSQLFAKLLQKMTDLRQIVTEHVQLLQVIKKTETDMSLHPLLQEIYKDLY
PPARg SRC3 recr: PPARgamma agonists recruiting SRC-3 coactivator, primary screen, biochemical. biochemical PPARgamma/SRC-3 coactivator recruitment assay. activation, % at 8 µM. 200,000 compounds, 0.26% hits; in the data active = activation above about 23%;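 note: 0% = DMSO and 100% = reference agonist; some compounds past the cut are filed as inactive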
S1P3 antagonist: S1P3 receptor antagonists, primary screen, cell-based. Sphingosine 1-phosphate receptor 3 (Homo sapiens), Q99500. CHO S1P3 NFAT-BLA reporter, FRET fluorescence, antagonist mode. inhibition, % at 4.98 µM. 170,000 compounds, 0.27% hits;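 active = inhibition above the plate cutoff, the mean inhibition of test wells on that plate plus 3 SD, cut at about 28% in these data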;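 note: cells challenged with S1P at its EC80 of 0.8 µM; blue over green emission ratio from cleaved BLA substrate after 4 h stimulation; 0% = S1P-stimulated wells and 100% = unstimulated DMSO-only wells; some compounds past the cut are filed as inactive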
bIAP inhibitor: bovine intestinal alkaline phosphatase inhibitors, primary screen, selectivity assay for TNAP inhibitor project, biochemical, bovine IAP, CDP-star luminescence; alkaline phosphatase, intestinal [Bos taurus]; 190,000 tested, under 10 active; purified bovine IAP, 30 min; inhibition, % at 20 µM;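 active = over 50% inhibition of intestinal alkaline phosphatase at 20 µM in the single-dose screen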
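Assay system – bovine IAP enzyme · Quantity – bovine IAP at 1/65,000,000 final dilution · Detection – CDP-star luminescence signal · Times – 30 min reaction at room temperature · Also added – CDP-star substrate at 30 µM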
RAM inhibit: inhibitors of the yeast RAM network, primary screen, dse1pr::URA3 reporter, 5-FOA selection; S. cerevisiae dse1pr::URA3 reporter, 5-FOA growth OD615, 2 d; analog-sensitive cbk1-as2 kinase mutant strain; inhibition, % at 50 µM; 190,000 compounds, 1.8% hits; AID 868, 2007;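 active = inhibition above a set limit, 3 SD over mean compound inhibition, cut at about 8.4% in these data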;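 note: 0% = DMSO-only wells with no growth and 100% = 10 µM 1-NA-PP1 full growth; inhibition rescues growth on 5-FOA so higher OD means more RAM inhibition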
ROMK mod: ROMK potassium channel modulators, primary screen, cell-based, thallium flux, MLSMR library; Tet-inducible ROMK, thallium flux fluorescence; actives lie on both sides; B-score at 10 µM; 130,000 compounds, 2% hits; AID 1918, 2009;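 active = signal ratio slope over the read window, or its plate-corrected B-score, at least 3 SD from the plate mean, either direction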;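 note: B-score of the F/F0 ratio slope over 7 to 12 s after thallium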
Target sequence (P48048 whole entry, looked up): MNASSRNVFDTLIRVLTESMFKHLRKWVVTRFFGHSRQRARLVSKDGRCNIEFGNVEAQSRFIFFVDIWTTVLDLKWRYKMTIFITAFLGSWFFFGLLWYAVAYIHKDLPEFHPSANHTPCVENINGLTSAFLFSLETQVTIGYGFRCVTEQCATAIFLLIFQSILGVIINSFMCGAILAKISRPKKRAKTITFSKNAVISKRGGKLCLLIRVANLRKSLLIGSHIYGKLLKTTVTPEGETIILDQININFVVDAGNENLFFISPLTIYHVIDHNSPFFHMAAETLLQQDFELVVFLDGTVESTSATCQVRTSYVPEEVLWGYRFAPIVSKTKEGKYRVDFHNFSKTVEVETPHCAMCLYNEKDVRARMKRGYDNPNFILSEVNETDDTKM
SRC2 TRFRET art: TR-FRET signal artefacts, primary screen, artefact control for PPARgamma SRC-2 agonist project, biochemical. TR-FRET artefact counter-screen; hits give high values. 200,000 compounds, 0.4% hits. TR-FRET ratio at 8 µM; in the data active = TR-FRET ratio above about 2000; note: inactives centre near 1500
PPARg SRC-1 ag: PPARgamma agonists recruiting SRC-1 coactivator, primary screen, biochemical. Peroxisome proliferator-activated receptor gamma (Homo sapiens), P37231. PPARgamma-SRC-1 coactivator recruitment biochemical assay. activation, % at 8 µM. 200,000 compounds, 0.41% hits. AID 631, 2007; in the data active = activation above about 19%;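 note: 0% = DMSO and 100% = reference agonist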
Numbers without * were called inactive; . = not tested or not shown. The list is partial; rates above refer to the full screens.

SMILES | DTT redox prof | L major viab | HMGR II inh | PPARg SRC2 recr | PPARg SRC3 recr | S1P3 antagonist | bIAP inhibitor | RAM inhibit | ROMK mod | SRC2 TRFRET art | PPARg SRC-1 ag
O=C1NC(=O)C(CCc2ccncc2)(Cc2cccc(Cl)c2Cl)C(=O)N1c1ccc(Br)cc1 (stereo unspecified) | 0.6 | 91.9* | -0.5 | -1.3 | 7.1 | 14.2 | 45.2 | 1.8 | . | 1406 | 2.5
C[n+]1c(-c2ccccc2)cc(-c2ccc(O)cc2)cc1-c1ccccc1 | 0.2 | 43.3 | -6.0 | 2.1 | 5.1 | -10.8 | 6.2 | 0.4 | -0.472 | 1579 | -3.8
CC(=NCC1CCCO1)c1c(O)n(Cc2ccccc2)c(=O)[nH]c1=O (stereo unspecified) | 2.4 | -4.3 | -1.1 | 0.1 | 1.7 | 4.4 | -3.4 | 0.7 | . | 1559 | 2.1
C=C1C[C@@H]2[C@H](CC[C@]3(C)C(=O)CC[C@@H]23)[C@@]2(C)C=CC(=O)C=C12 | . | . | 6.0 | -10.3 | -2.1 | -4.0 | 11.0 | . | . | 1342 | -3.2
CC12CN3CCN(CC(C3)C1O)C2 (stereo unspecified) | -0.2 | -1.2 | -3.1 | -2.9 | -4.7 | -21.4 | 13.2 | 0.3 | . | 1461 | 3.2
COCCCNC(=O)c1c(NC(=O)c2ccco2)n(Cc2ccccc2)c2nc3ccccc3nc12 | -0.8 | 96.8* | 4.5 | -15.3 | 3.3 | -5.7 | 1.7 | 8.2 | . | 1425 | -2.9
O=C1C(c2ccccc2)=C(N2CC2)c2ccccc21 | 1.5 | 8.3 | 1.3 | 5.4 | 0.4 | . | 35.0 | 0.1 | . | 1684 | 11.4
O=C1NC(=O)N(Cc2ccc(F)cc2)C(=O)/C1=C/c1cccs1 | -0.4 | 4.5 | -0.5 | 4.4 | 0.1 | -1.2 | 21.1 | 4.3 | -0.788 | 1408 | -6.0
CCOC(=O)c1c(C)n(C(C)C)c2ccc(OC(=O)c3ccc(N4C(=O)CCC4=O)cc3)cc12 | 0.6 | 3.0 | -6.5 | 2.1 | -2.8 | 17.0 | 4.8 | 2.1 | . | 1537 | 3.5
O=C(NC1CN2CCC1CC2)c1cc(Cl)c([N+](=O)[O-])c2nc[nH]c12 (stereo unspecified) | 0.1 | 36.0 | -0.3 | 0.8 | 1.8 | 5.2 | 1.7 | 2.8 | -0.508 | 1620 | 1.6
Cc1nc2ccccc2c(=O)n1-c1cccnc1 | 1.6 | -2.7 | 4.0 | 1.7 | -2.1 | -4.4 | 0.1 | 1.7 | -0.0181 | 1642 | -3.5
COC(=O)CCCNC(=O)CN1CC(c2ccccc2)CC1=O (stereo unspecified) | -0.6 | -4.9 | 1.7 | 8.1 | 2.0 | 1.4 | 7.3 | -0.7 | . | 1684 | 10.0
CCN1CCN(c2nc3c(c(=O)[nH]2)CCCC3)CC1 | -0.3 | -7.7 | -0.6 | 4.4 | 18.1 | -4.5 | 14.9 | 1.7 | 0.0348 | 1575 | -0.4
COc1ccc(/C=C2\C(=O)NC(=S)N(C)C2=O)cc1C | -0.4 | -1.3 | -2.3 | -1.9 | -2.8 | 5.6 | -7.1 | 1.7 | 0.674 | 1565 | 0.6
COc1ccc2c(CCN)c[nH]c2c1 | -17.6 | -1.6 | 1.1 | 7.2 | 13.0 | . | 10.1 | 3.4 | . | 1547 | -1.3
O=c1[nH]c(=S)n(Cc2ccc(F)cc2)c(O)c1C=NCC1CCCO1 (stereo unspecified) | -0.1 | -2.4 | -1.5 | 3.5 | -5.3 | . | 3.3 | 0.7 | 1.11 | 1712 | 7.3
Cc1cccn2c(NCC3CCCO3)c(C(C)C)nc12 (stereo unspecified) | -1.1 | -3.7 | 3.9 | 4.0 | 4.3 | -26.4 | 23.1 | 0.3 | 1.95 | 1872 | -0.3
CCC/C(=N\O)c1c[nH]c2ccccc12 | 0.1 | 1.4 | 0.4 | 3.4 | 1.5 | -5.4 | 14.3 | -0.7 | 0.0487 | 1738 | 5.3
O=C(C(=O)N1CCOCC1)c1cn(CCCOc2ccccc2)c2ccccc12 | 0.1 | 10.9 | -7.0 | -3.7 | -1.0 | -17.6 | -2.4 | -0.8 | -1.17 | 1351 | 6.3
CCCOP(=O)(OCCC)C(NC(=O)c1ccccc1)=C(Cl)Cl | 0.3 | -2.0 | -1.4 | -6.8 | 0.5 | -15.2 | 18.1 | 0.2 | . | 1433 | -3.7
CCOC(=O)CC(NC(=O)C(Cc1ccc(N(CCCl)CCCl)cc1)NC(C)=O)C(=O)OCC (stereo unspecified) | -0.2 | -2.1 | -0.2 | 1.9 | 2.9 | -0.4 | -19.6 | 4.2 | 0.97 | 1628 | 11.5
COc1ccc(OCC#CCN2CCC(C)CC2)cc1 | -0.2 | 22.8 | 0.8 | 0.8 | -2.8 | -5.2 | -9.1 | -0.2 | 0.788 | 1512 | -3.9
CCCCn1c(=O)c(C=Nc2ccc(Cl)cc2)c(O)n(Cc2ccco2)c1=O | -0.4 | -3.9 | 4.6 | -1.9 | 8.7 | 21.2 | 2.4 | 8.5* | -0.451 | 1659 | -0.2
Cc1ccc(CN2CCN(Cc3ccccc3)CC2)cc1 | -0.1 | 18.5 | -0.1 | -4.6 | 3.7 | 5.7 | -6.0 | 0.0 | -0.891 | 1486 | 0.8
O=C(c1ccc(CS(=O)(=O)c2ccc(Br)cc2)o1)N1CCC2(CC1)OCCO2 | 2.7 | -4.5 | 1.1 | 1.2 | 4.4 | -1.9 | -2.3 | 1.7 | 0.151 | 1676 | 1.2
CC1CCC(C(C)C)C(OC(=O)COC(=O)c2ccccc2N)C1 (stereo unspecified) | 0.8 | 55.0* | -2.0 | -3.9 | 2.2 | 0.5 | 12.1 | 5.2 | 0.805 | 1410 | 2.4
O=P(Nc1ccccc1)(Nc1ccccc1)Oc1ccc(Cl)cc1 | 0.3 | 71.3* | -1.1 | 5.9 | 7.7 | . | 39.5 | 5.3 | 2.03 | 1678 | 3.3
COc1ccccc1N1CCN(Cc2ccccc2Cl)CC1 | -1.2 | 6.7 | 0.7 | 7.8 | 11.7 | -231.6 | 9.7 | 0.8 | . | 1708 | 1.6
O=P(/C(=N/O)N1CCCCC1)(N1CCOCC1)N1CCOCC1 | -6.4 | -1.1 | -6.4 | 3.9 | -3.3 | -8.3 | 16.3 | 1.3 | . | 1415 | 7.0
CN1CCc2nc(SCc3ccccc3Br)c(C#N)cc2C1 | -0.3 | 64.8* | -3.3 | 4.9 | 1.3 | 4.8 | -18.2 | 1.3 | 1.2 | 1414 | -9.8
C[C@@H]1C2C[C@@]34COC(=O)C3=CC=C[C@H]4[C@@]13C[C@H](c1ccoc1)O[C@@H]3O2 | 0.4 | 10.2 | -1.1 | -6.2 | -5.2 | -12.3 | 5.9 | 1.9 | -0.617 | 1467 | -1.1
O=P(Nc1cccnc1)(Oc1ccccc1Cl)Oc1ccccc1Cl | -0.1 | 7.4 | 0.0 | -7.1 | -2.2 | -1.9 | 9.4 | 0.1 | -1.06 | 1553 | -7.9
O=C1CSC2(CN3CCC2CC3)N1 (stereo unspecified) | 0.0 | -5.1 | 0.3 | 11.2 | 5.3 | . | 2.8 | 1.7 | -0.632 | 1575 | -1.5
CN(C)c1nc(N(C)C)nc(N(C#N)CCCl)n1 | -0.3 | -4.5 | -6.9 | 12.7 | 5.9 | -3.9 | 0.8 | 0.4 | -1.17 | 1804 | 5.4
CC1CCCC(NC(=O)COC(=O)Cc2ccccc2)C1C (stereo unspecified) | 0.1 | -4.3 | -1.6 | 9.0 | 10.6 | . | 15.1 | 1.7 | 0.599 | 1507 | 3.0
COc1cc(CC2C(=O)N(C)C(=O)N(C)C2=O)ccc1OCc1ccccc1 | 0.2 | -6.5 | -1.2 | 9.2 | 3.7 | -22.4 | -1.5 | 0.6 | 0.52 | 1602 | -0.7
O=C1NC(=O)N(c2ccc3c(c2)OCO3)C(=O)/C1=C/c1cccs1 | 0.9 | -8.9 | -1.9 | -1.4 | 1.6 | -17.0 | 2.9 | 1.2 | -0.248 | 1656 | 6.7
CCN1CCN(Cc2cc(Br)cc(Br)c2O)CC1 | 0.2 | 73.0* | -4.5 | 13.2 | 3.7 | . | -8.2 | -0.5 | 0.1 | 1511 | -2.4
COc1ccc(CC2(CCc3ccncc3)C(=O)NC(=O)NC2=O)cc1 | 0.7 | -8.4 | -3.5 | -11.0 | 0.4 | -22.6 | 7.8 | 2.6 | 0.151 | 1309 | 4.7
Cc1ccccc1NC1=NCC(C)S1 (stereo unspecified) | -2.5 | 2.1 | -4.8 | -0.2 | -5.3 | 7.3 | 8.7 | 0.2 | . | 1538 | 1.6
Brc1ccc(CN2CCNCC2)s1 | 1.1 | -4.5 | -0.8 | 1.1 | -14.7 | . | 12.6 | 1.4 | 0.626 | 1445 | -4.8
O=C(CCCCCn1c(=S)[nH]c2ccccc2c1=O)N1CCC2(CC1)OCCO2 | -0.1 | 6.8 | -8.3 | 7.5 | 7.2 | 10.6 | -2.9 | 2.4 | 0.594 | 1671 | 11.2
COc1ccc(C(O)c2ccccc2OP(=O)(N(C)C)N(C)C)cc1 (stereo unspecified) | 0.3 | 66.3* | 0.2 | -3.2 | -1.9 | -1.6 | 19.1 | 3.3 | 0.95 | 1489 | -4.7
COc1cc(C)cc(CN2CC=C(c3ccccc3)CC2)c1O | -1.9 | 64.5* | -1.0 | 8.4 | 4.3 | -5.9 | -10.4 | 0.5 | -1.18 | 1522 | -2.5
CCc1nnc(NS(=O)(=O)c2ccc(N=Cc3c(O)n(-c4ccccc4)c(=O)[nH]c3=O)cc2)s1 | -2.5 | -1.8 | -9.8 | 0.0 | -1.1 | -21.2 | -24.7 | 3.0 | -0.2 | 1611 | -1.2
C1=C(c2c[nH]c3ccccc23)CCN(Cc2ccccc2)C1 | -0.6 | 39.3 | -5.0 | 0.7 | 4.1 | 9.7 | 18.7 | 2.2 | -3.71* | 1644 | 3.4
Cc1ccc(S(=O)(=O)N2CCCC(C(=O)N3CCC4(CC3)OCCO4)C2)cc1 (stereo unspecified) | 1.9 | -3.6 | -1.0 | 8.8 | -6.1 | 0.6 | 7.9 | 0.7 | 0.88 | 1695 | 2.1
NC(N)=N/N=C/c1ccc(N2CCOCC2)cc1 | -0.5 | 4.2 | -4.7 | -2.3 | -3.9 | -10.7 | 24.9 | 0.0 | 0.343 | 1486 | -7.9
